# Bioassay records deposited in PubChem BioAssay by The Scripps Research Institute Molecular Screening Center.
# GPR151 ag: activators of human GPR151, primary screen, cell-based, PathHunter beta-arrestin, luminescence; activation, % at 11.2 µM; PathHunter beta-arrestin GPR151 cells; hit rate 1% among 650,000; in the data active = activation above about 4.9%;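 also: 0% = median of compound wells and 100% = cells with positive control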
# Target sequence (Q8TDV0 whole entry, looked up): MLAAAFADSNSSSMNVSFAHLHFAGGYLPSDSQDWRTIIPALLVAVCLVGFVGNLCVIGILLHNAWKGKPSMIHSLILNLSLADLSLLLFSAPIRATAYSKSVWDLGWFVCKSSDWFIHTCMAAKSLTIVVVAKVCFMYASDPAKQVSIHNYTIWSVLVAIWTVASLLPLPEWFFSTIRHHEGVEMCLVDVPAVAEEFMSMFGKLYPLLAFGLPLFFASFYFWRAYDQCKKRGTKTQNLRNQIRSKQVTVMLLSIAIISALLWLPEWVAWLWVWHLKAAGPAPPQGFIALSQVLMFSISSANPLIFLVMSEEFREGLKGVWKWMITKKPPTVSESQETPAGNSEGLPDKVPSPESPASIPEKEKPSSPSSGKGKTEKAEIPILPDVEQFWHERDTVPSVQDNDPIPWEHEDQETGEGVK
# FBW7 act: FBW7 E3 ligase activators, primary screen, biochemical, AlphaScreen, human | F-box/WD repeat-containing protein 7 (Homo sapiens), Q969H0 | AlphaScreen FBW7–phospho-cyclin E peptide binding, activator screen | normalized activity (activation), % at 26.1 µM | hit rate 0.13% among 650,000 | AID 1259310, 2017; in the data active = normalized activity above about 1.9%;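 also: purified mutant Fbw7 with reduced substrate affinity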
# TEAD-YAP block: TEAD-YAP interaction inhibition, primary screen, TEAD-YAP interaction inhibitor project, luminescence, HEK-TIYL cells; inhibition, % at 9.12 µM; AID 1259422, 2018; TEAD-Gal4/YAP UAS-luciferase luminescence; hit rate 1.4% among 640,000; in the data active = inhibition above about 32%;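 also: 0% = median of test compound wells and 100% = reference inhibitor wells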
# MITF primary: MITF inhibitors, primary screen, biochemical, AlphaScreen, human. Microphthalmia-associated transcription factor (Homo sapiens), O75030. inhibition, % at 2.6 µM. hit rate 0.91% among 650,000. AlphaScreen MITF homodimerization, bead proximity signal; in the data active = inhibition above about 50%;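 also: 0% = vehicle wells with protein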
# Target sequence (O75030 whole entry, looked up): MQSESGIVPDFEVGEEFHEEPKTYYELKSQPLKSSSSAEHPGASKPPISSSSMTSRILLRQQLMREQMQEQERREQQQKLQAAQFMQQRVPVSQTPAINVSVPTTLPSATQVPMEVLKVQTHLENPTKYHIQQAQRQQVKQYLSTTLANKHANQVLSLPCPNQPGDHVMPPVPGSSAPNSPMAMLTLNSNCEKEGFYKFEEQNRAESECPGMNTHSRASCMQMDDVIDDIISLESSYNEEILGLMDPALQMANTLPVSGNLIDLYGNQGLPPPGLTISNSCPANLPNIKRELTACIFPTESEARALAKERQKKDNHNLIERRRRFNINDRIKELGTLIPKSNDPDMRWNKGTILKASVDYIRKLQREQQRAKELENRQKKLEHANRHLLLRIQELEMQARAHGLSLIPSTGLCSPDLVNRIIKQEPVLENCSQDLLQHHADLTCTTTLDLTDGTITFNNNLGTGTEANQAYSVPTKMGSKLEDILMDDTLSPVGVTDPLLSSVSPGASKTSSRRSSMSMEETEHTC
# An asterisk follows results filed as active.
SMILES,GPR151 ag,FBW7 act,TEAD-YAP block,MITF primary
CCOc1cc2c3c(c1)C(C)CC(C)(C)N3C(=O)C2=O (stereo not given),0.0,-0.3,5,-12
CN(CC(=O)N1CCCCC1)c1nnc(N2CCCC2=O)s1,1.7,0.2,0,13
CCOC(=O)CC(=O)CSc1nc(C)c(C)c(C)c1C#N,-0.5,0.4,8,6
COC(=O)CSC1=C(C#N)C(c2ccccc2C)C2=C(CCCC2=O)N1 (stereo not given),-1.6,0.5,-2,20
c1ccc(Cn2cc(-c3cnn4c(NCCCN5CCOCC5)ccnc34)cn2)cc1,-0.4,-0.6,-2,-3
CN1C(=O)C(O)(CC(=O)c2cccc(Br)c2)c2ccccc21 (stereo not given),-0.3,-0.2,9,-8
COc1ccccc1NC(=O)Nc1ccc(Cl)c(Cl)c1,2.2,0.0,-17,-4
O=C(NCC(O)c1ccc(Cl)cc1)c1ccn(-c2ccc3[nH]ncc3c2)c1 (stereo not given),1.9,-0.1,-9,11
CC(C)(C)c1ccc(C2C(C#N)=C(N)N(c3ccccc3C(F)(F)F)C3=C2C(=O)CCC3)s1 (stereo not given),-0.2,-0.1,-6,5
O=C(Nc1ccc2c(c1)OCCO2)c1ccc(N2CC3CC(C2)c2cccc(=O)n2C3)c(NC(=O)c2cccnc2)c1 (stereo not given),0.6,0.0,-5,-3
CCOC(=O)C1=C(C)NC2=C(C(=O)CC(c3cccs3)C2)C1c1ccc(SC)cc1 (stereo not given),-1.0,0.6,8,11
O=C(Cc1ccc([N+](=O)[O-])cc1)Nc1cc(Cl)ccc1C(=O)O,-1.2,-0.2,-1,13
Cc1ccc(S(=O)(=O)N2CCN(c3ccc([N+](=O)[O-])c(NCCOc4ccccc4C)c3)CC2)cc1,-0.6,0.6,1,9
O=C(Cn1nnc(-c2ccccc2-n2cnnn2)n1)Nc1cccc(Cl)c1,0.3,0.0,9,18
CCOC(=O)N1CCN(S(=O)(=O)c2c[nH]c(C(=O)OC)c2)CC1,0.3,0.0,10,8
COc1ccc2cc(/C(C)=N/NC(=O)c3ccncc3)ccc2c1,0.9,-0.1,-10,-3
NS(=O)(=O)c1ccc(NC(=O)c2ccc(CSc3ccccc3)o2)cc1,1.3,0.0,4,4
CC1(C)CC(=O)C(C(C2=C(O)CC(C)(C)CC2=O)c2ccc([N+](=O)[O-])cc2)=C(O)C1,0.0,-0.2,2,-2
COc1cccc(CNc2nc3ccccc3c3nc(CCc4c(C)n[nH]c4C)nn23)c1,1.5,0.0,-6,-5
Cc1ccc(C2NC(=O)c3c(sc4c3CCCC4)N2)c(O)c1 (stereo not given),-0.9,0.1,2,16
CCN(CC)CCCNc1nc2cc(OC)c(OC)cc2c2nc(-c3ccccc3)nn12,0.5,-0.2,32*,17
CCn1c(SCC(=O)Nc2ccc(C)c(Cl)c2)nc2c1c(=O)n(C)c(=O)n2C,1.4,1.9*,3,10
CCOC(=O)c1c(NC(=O)C(C)Sc2nnc(CNC(=O)c3cc(OC)cc(OC)c3)n2-c2cccc(C)c2)sc2c1CCC2 (stereo not given),1.0,-0.2,7,-1
Cc1nnc(Nc2ccc3c(c2)nc(C)n3Cc2ccccc2)c2ccccc12,-1.0,0.0,-27,7
NC(=O)COc1ccc(NC(=O)OCc2ccccc2)cc1,2.3,0.1,-28,1
COC(=O)C1=CN(C2CCCC2)C=C(C(=O)OC)C1c1cccc(F)c1,-1.3,1.1,1,-15
O=C(NC(=S)NC1CCS(=O)(=O)C1)c1ccc([N+](=O)[O-])cc1 (stereo not given),-1.1,0.2,7,10
COc1cc(S(=O)(=O)n2cnc(C)c2)ccc1F,-0.7,-0.2,-13,0
Cc1cc2nc(SCCN3CCCCC3)[nH]c2cc1C,-1.8,-0.1,-21,10
Cc1c(CNC(=O)C2CC(=O)c3sc(NC(=O)c4ccccc4)nc3C2)cnn1C (stereo not given),-2.0,0.0,-25,7
CCOC(=O)c1c(NC(=O)CSc2nnc(CNC(=O)c3cccc(F)c3)n2Cc2ccccc2)sc2c1CCC2,1.1,-0.1,-3,-3
Cc1nc(/C=C/c2ccc(Cl)cc2)sc1C(=O)O,-11,-0.3,60*,-3
OC(COCCOc1ccc(Cl)cc1)CN1CCOCC1 (stereo not given),0.5,-0.1,-8,5
CC(C)CNC(=O)c1nn2c(C(F)(F)F)cc(-c3cc(Br)cs3)nc2c1Br,-0.3,0.0,-3,-5
NC(=O)c1ccc(NC(=O)COc2ccc3ccccc3c2Br)cc1,-0.3,-0.1,6,-2
Cc1cc(C)c(S(=O)(=O)N2CCC(C(=O)O)CC2)cc1[N+](=O)[O-],1.4,-0.1,-6,-2
COc1ccc(C2CC(C(F)(F)F)n3ncc(C(=O)Nc4ccc5c(c4)OCO5)c3N2)cc1OC (stereo not given),-0.8,0.9,-3,11
O=C(O)c1c(CNC2CC2)c2ccccc2n1Cc1ccccc1F,0.7,-0.3,13,0
O=C(NC1CC1)C1CC(=O)N(C2CCCCCC2)C1 (stereo not given),-1.0,0.4,4,13
CCOc1cccc2c1OC(c1ccc(OC)c(OC)c1OC)N1N=C(c3ccc(C)o3)CC21 (stereo not given),0.1,0.6,-31,10
CC(=O)Nc1cccc(Oc2nnc(-c3ccc(C)c(C)c3)c3ccccc23)c1,-1.4,0.0,-9,-16
Cc1cc(C)c(C(=O)CC2(O)C(=O)N(Cc3ccccc3C)c3ccccc32)c(C)c1 (stereo not given),0.4,-0.3,0,5
FC(F)(F)c1cccc(CNc2nc(N3CCC(N4CCOCC4)CC3)nc3c2ncn3-c2ccsc2)c1,0.2,-0.3,-5,2
CC(C)(C)NC(=O)C(c1ccccc1F)N(Cc1ccccc1F)C(=O)c1csnn1 (stereo not given),0.3,0.2,0,2
CC(=O)c1ccccc1OC(=O)c1ccc(N2C(=O)C3C4CCC(C4)C3C2=O)cc1 (stereo not given),3.3,0.1,10,8
CCc1sc(NC(C)=O)nc1-c1cc2ccccc2oc1=O,1.8,-0.3,-8,-4
COc1ccc(-n2cc(-c3ccccc3)c3c(N4CCN(c5ccc(C(C)=O)cc5)CC4)ncnc32)cc1,0.1,-0.2,-7,-7
COC(=O)c1cc(COc2ccc3oc4ccccc4c3c2)c(C)o1,1.2,0.1,-14,11
CC1CCCCN1c1ncnc(Cl)c1[N+](=O)[O-] (stereo not given),0.8,-0.1,-9,4
O=[N+]([O-])c1c(-c2ccccc2)c2cc(Br)ccc2n2nnnc12,-1.6,-0.4,-3,-9
COc1ccccc1CNc1ncccc1N,0.0,0.1,-8,3
COc1ccc(CN2CCN(C/C=C/c3ccccc3)CC2)cc1,-0.4,-0.1,-3,47
Cn1c(CSc2ncccn2)nnc1SCC(=O)N1CCCc2ccccc21,-1.0,0.0,5,-26
O=C(OCC1CCCO1)c1ccc(NS(=O)(=O)c2ccc(Br)cc2)cc1 (stereo not given),0.8,0.1,1,0
CCCC1=C(C(=O)OCC)C(c2cccc([N+](=O)[O-])c2)C(C#N)=C(N)O1 (stereo not given),-1.1,0.4,4,2
CC(Nc1n[nH]c(=O)[nH]c1=O)C(=O)N/N=C/c1ccc(O)cc1O (stereo not given),-0.4,-1.5,-1,8
COc1ccc(-n2nc3cc(C)c(N)cc3n2)cc1,0.7,0.1,16,-5
C=C(C)c1cccc(C(C)(C)NC(=O)Nc2ccc(OC)nc2)c1,0.1,0.0,6,-1
O=C1NCCN(Cc2ccc(F)cc2)C1CC(=O)N1CCN(C2CCCCC2)CC1 (stereo not given),1.1,-0.2,-3,3
CCCOc1ccccc1C1C(C(=O)OCCSCC)=C(C)NC2=C1C(=O)CC(c1ccccc1)C2 (stereo not given),0.0,0.4,9,7
# Further structures follow:
SMILES,GPR151 ag,FBW7 act,TEAD-YAP block,MITF primary
C/C(CCn1c(=O)sc2ccccc21)=N\NC(N)=S,-0.7,-0.5,7,2
COc1ccc(/C=C\C(=O)/C=C(/N)C(Cl)(Cl)Cl)cc1,0.0,-0.1,10,12
COC(=O)C1C2CCC(C2)C1C(=O)OCC(=O)c1ccc(C)cc1 (stereo not given),1.7,0.0,-31,-10
N#Cc1ccc(COC(=O)CCn2c(=O)oc3cc([N+](=O)[O-])ccc32)cc1,-1.6,0.1,-4,7
CCOC(=O)c1c(NC(=O)CSc2nnc(CNC(=O)Cc3ccc(OC)cc3)n2-c2cccc(Cl)c2)sc2c1CCCC2,0.1,-0.1,10,6
COc1ccc(OC)c(/C=N/Nc2nnc3c(n2)[nH]c2ccc(C)cc23)c1,0.3,0.1,10,-5
CC(C)c1nnc2n1CCN(C(=O)CCCc1cccs1)CC2,1.6,-0.1,-9,0
O=C(N/N=C/c1ccc(-c2cc([N+](=O)[O-])ccc2Cl)o1)c1ccco1,0.3,0.0,-18,4
O=C1c2ccc(Oc3cccc([N+](=O)[O-])c3)cc2C(=O)N1c1cccc(O)c1,0.9,0.0,-5,8
CC(=O)c1c(C)[nH]c(C(=O)OCc2cc(=O)n3c(n2)sc2ccccc23)c1C,-0.8,0.1,-5,30
COc1ccc(-c2csc(NC3OC(=O)c4c3ccc(OC)c4OC)n2)cc1 (stereo not given),0.3,0.2,-7,9
O=C(Cc1cc(=O)[nH][nH]1)N/N=C/c1cccc(Cl)c1Cl,0.1,0.6,9,19
Cc1ccc(-c2nc3scc(-c4ccc(Br)cc4)c3c(=O)o2)cc1,2.4,0.1,5,3
CC(=O)Nc1ccc(N2C(=O)CC(N(C)C3CCCCC3)C2=O)cc1 (stereo not given),0.7,0.7,2,16
Cc1ccc(S(=O)(=O)/N=C(\N)c2ccc(Cl)cc2)cc1,1.9,0.0,9,15
NS(=O)(=O)c1ccc(NC(=S)NCc2ccccc2Cl)cc1,-0.1,0.0,10,14
Fc1ccccc1N1CCN(c2ncnc3c2c(-c2ccccc2)cn3-c2ccccc2)CC1,-0.3,-0.2,2,1
O=C(Nc1ccc(I)cc1)c1cc(S(=O)(=O)N2CCOCC2)ccc1Cl,0.7,0.1,-7,-22
CCOC(=O)CNS(=O)(=O)c1ccc(C)cc1,-0.5,-0.1,8,-4
O=C(c1ccco1)N1CCN=C1SCc1cccc(F)c1,0.2,-0.2,6,-12
COc1ccc(CC(=O)Nc2cccc(I)c2)cc1,1.8,0.2,-14,16
COc1nc(Oc2ccc(C(=O)OCC(N)=O)cc2)nc(N(C)C)n1,-1.0,0.0,-1,-4
COc1ccccc1Cn1c(=O)[nH]c2ncccc2c1=O,0.6,0.0,-7,-4
CCOC(=O)C1=C(C)N(c2ccc(OC)cc2)C(C)=C(C(=O)OCC)C1c1ccccc1,-0.4,-0.2,2,4

# Whole records, looked up by structure. Values in the order: GPR151 ag, FBW7 act, TEAD-YAP block, MITF primary
# Profile of CCn1c(SCC(=O)Nc2ccc(C)c(Cl)c2)nc2c1c(=O)n(C)c(=O)n2C : 1.4, 1.9*, 3, 10
# Profile of C/C(CCn1c(=O)sc2ccccc21)=N\NC(N)=S : -0.7, -0.5, 7, 2

# (next part)
SMILES,GPR151 ag,FBW7 act,TEAD-YAP block,MITF primary
O=C(/C=C/c1ccco1)N1CCN(c2ccc(-c3ccccn3)nn2)CC1,-1.1,-1.5,-5,49
C/C(=N/NC(=S)Nc1ccccc1)c1ccc2c(c1)OCO2,0.8,0.0,-29,4
CN(C)S(=O)(=O)c1cccc(NC(=O)c2n[nH]c(=O)c3ccccc23)c1,0.0,0.0,-8,-1
COc1cc(Nc2nc(SCC(=O)Nc3cc(C)[nH]n3)nc3ccccc23)cc(OC)c1OC,-0.8,0.7,-2,9
CCOC(=O)C1=C(N)N(c2ccc(Cl)cc2)C2=C(C(=O)CCC2)C1c1ccc(OC)c(OC)c1 (stereo not given),-1.1,0.4,-7,18
CC(/C=N/NC(=O)C(O)(c1ccccc1)c1ccccc1)=C\c1ccco1,-0.3,-0.1,-4,2
CC1CC(C)CN(C(=O)c2ccc(NCc3cccs3)c(S(=O)(=O)Nc3cc(F)ccc3F)c2)C1 (stereo not given),3.4,0.0,-8,5
CC(=O)Nc1ccc(C(=O)OCC(=O)Nc2ccc3c(c2)OCO3)cc1,1.0,0.0,3,2

# Structures from the list above that have a thiophene ring, fused or not:
SMILES,GPR151 ag,FBW7 act,TEAD-YAP block,MITF primary
CC(C)(C)c1ccc(C2C(C#N)=C(N)N(c3ccccc3C(F)(F)F)C3=C2C(=O)CCC3)s1 (stereo not given),-0.2,-0.1,-6,5
CCOC(=O)C1=C(C)NC2=C(C(=O)CC(c3cccs3)C2)C1c1ccc(SC)cc1 (stereo not given),-1.0,0.6,8,11
Cc1ccc(C2NC(=O)c3c(sc4c3CCCC4)N2)c(O)c1 (stereo not given),-0.9,0.1,2,16
CCOC(=O)c1c(NC(=O)C(C)Sc2nnc(CNC(=O)c3cc(OC)cc(OC)c3)n2-c2cccc(C)c2)sc2c1CCC2 (stereo not given),1.0,-0.2,7,-1
CCOC(=O)c1c(NC(=O)CSc2nnc(CNC(=O)c3cccc(F)c3)n2Cc2ccccc2)sc2c1CCC2,1.1,-0.1,-3,-3
CC(C)CNC(=O)c1nn2c(C(F)(F)F)cc(-c3cc(Br)cs3)nc2c1Br,-0.3,0.0,-3,-5
FC(F)(F)c1cccc(CNc2nc(N3CCC(N4CCOCC4)CC3)nc3c2ncn3-c2ccsc2)c1,0.2,-0.3,-5,2
CCOC(=O)c1c(NC(=O)CSc2nnc(CNC(=O)Cc3ccc(OC)cc3)n2-c2cccc(Cl)c2)sc2c1CCCC2,0.1,-0.1,10,6
CC(C)c1nnc2n1CCN(C(=O)CCCc1cccs1)CC2,1.6,-0.1,-9,0
Cc1ccc(-c2nc3scc(-c4ccc(Br)cc4)c3c(=O)o2)cc1,2.4,0.1,5,3
CC1CC(C)CN(C(=O)c2ccc(NCc3cccs3)c(S(=O)(=O)Nc3cc(F)ccc3F)c2)C1 (stereo not given),3.4,0.0,-8,5
